# PGC1a acetyl inh: modulators of PGC1a acetylation. U2OS PGC1a acetylation, AlphaScreen anti-acetyl-lysine; with virally co-expressed GCN5 acetyltransferase. inhibition, % at 15.6 µM. actives 0.17% (n = 350,000);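 active means every replicate shows inhibition of at least 40%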;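 further: 0% = neutral control wells and 100% = positive control wells; some results beyond the cut were filed as inactive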
# RAD52 anneal inh: blocks human RAD52 DNA annealing; recombinant RAD52 DNA annealing, FRET fluorescence; inhibition, % at 18.7 µM; P43351; actives 0.46% (n = 360,000); AID 651710;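 active means every replicate showing at least 50% inhibition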
# RAD54 branch: blocks human RAD54 Holliday junction branch migration. actives 0.14% (n = 360,000). Q92698. FAM/BHQ fluorescence. inhibition, % at 10.4 µM;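 active means mean normalized replicate activity at least 40 and at least half of replicates scoring 40 or more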;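 further: 0% = median of neutral control wells and 100% = median of positive control wells; inhibitors cause a drop in the FAM fluorescence signal; in these data hits start at about 50%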
# ERAP1 HTS inh: inhibitors of human ERAP1 aminopeptidase; Q9NZ08; AID 652197; inhibition, % at 10.7 µM; actives 0.15% (n = 340,000); recombinant ERAP1, Leu-AMC fluorescence, 60 min;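 active means mean replicate inhibition of at least 30%, or all replicates individually reaching that 30% level; inactive means mean below 30% and not every replicate reaching it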;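 further: 0% = neutral control wells and 100% = L-leucinethiol positive control wells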
# Target sequence (Q9NZ08 whole entry, looked up): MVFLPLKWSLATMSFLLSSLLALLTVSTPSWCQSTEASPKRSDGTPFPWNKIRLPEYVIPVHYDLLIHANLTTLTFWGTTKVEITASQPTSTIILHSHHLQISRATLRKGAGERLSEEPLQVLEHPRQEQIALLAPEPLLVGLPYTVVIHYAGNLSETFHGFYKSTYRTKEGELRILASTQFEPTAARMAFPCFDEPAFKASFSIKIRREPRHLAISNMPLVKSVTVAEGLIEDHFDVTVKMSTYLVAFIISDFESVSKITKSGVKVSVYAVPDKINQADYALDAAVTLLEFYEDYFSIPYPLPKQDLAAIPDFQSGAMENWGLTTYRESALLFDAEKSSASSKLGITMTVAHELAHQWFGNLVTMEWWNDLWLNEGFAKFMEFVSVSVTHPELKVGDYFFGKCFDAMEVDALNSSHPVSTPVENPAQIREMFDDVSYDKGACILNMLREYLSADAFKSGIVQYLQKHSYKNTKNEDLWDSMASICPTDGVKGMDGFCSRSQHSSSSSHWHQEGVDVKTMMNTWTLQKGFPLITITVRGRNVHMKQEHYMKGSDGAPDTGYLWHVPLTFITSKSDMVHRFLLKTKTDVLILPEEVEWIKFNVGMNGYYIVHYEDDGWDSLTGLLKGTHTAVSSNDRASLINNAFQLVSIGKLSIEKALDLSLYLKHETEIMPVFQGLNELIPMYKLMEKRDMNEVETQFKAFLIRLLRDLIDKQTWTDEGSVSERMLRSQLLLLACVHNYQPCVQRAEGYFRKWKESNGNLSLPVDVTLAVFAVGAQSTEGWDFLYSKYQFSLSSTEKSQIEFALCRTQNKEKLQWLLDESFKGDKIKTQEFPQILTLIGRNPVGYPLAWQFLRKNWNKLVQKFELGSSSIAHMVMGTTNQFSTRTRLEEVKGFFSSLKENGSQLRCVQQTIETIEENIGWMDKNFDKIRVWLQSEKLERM
# PglD inh: inhibitors of Campylobacter jejuni PglD acetyltransferase. purified PglD enzyme, DTNB colorimetric CoA detection. actives 0.098% (n = 360,000). inhibition, % at 12.5 µM. AID 602405; in the data active means inhibition above about 16%, passing the limit was not always enough; further: strong numbers were not always called active
# Cneo AK release: causes C. neoformans cell lysis; adenylate kinase release luminescence, 4 h; normalised: neutral wells 0, clomiphene wells 100; lysis activity, % at 15 µM; actives 0.2% (n = 360,000);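 active means mean lysis activity across replicates of at least 80%, whatever share of replicates individually reach that level; inactive means mean lysis activity below 80%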
#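 Signal: Adenylate kinase release luminescence | Assay system: Log-phase Cryptococcus neoformans yeast cells | Input: Cells at 5 × 10^6 per mL | Buffer or medium: Fresh YPD growth medium | Compound: Single dose | Schedule: Static 4 h at 37 °C with compound, 1 h detection | Controls: Clomiphene | Read-out: Luminescence rise reflecting yeast cell lysis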
# miR-122 sensor: miR-122 inhibition in Huh7 cells; Huh7 miR-122 Renilla luciferase sensor, 48 h; neutral wells = 0, positive control = 100; activation (reporter increase), % at 12.5 µM; actives 0.3% (n = 340,000); AID 602342;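 active means mean replicate activation score at least 90 and every replicate individually at or above 90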;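 further: higher luciferase means less miR-122 activity so hits act as miR-122 inhibitors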
# E-selectin induc: induces E-selectin expression in human endothelial cells | P16581 | HUVEC E-selectin immunofluorescence imaging; normalized: neutral wells 0, TNF-alpha wells 100 | activation, % at 7.58 µM | actives 0.37% (n = 260,000) | AID 686992;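 active means mean E-selectin-positive cell signal at least 10% of the positive control, reached in at least 60% of replicates, without over 20% cell loss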;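 further: in these data hits start at about 27%; measured in HUVEC primary endothelial cells; signal is the percent of cells scored E-selectin positive by PE staining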
#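 assay system = HUVEC, human umbilical vein endothelial cells | input = 3,000 HUVEC seeded per well | medium = EGM-2 growth medium on 0.1% gelatin-coated wells | dosing = one compound dose added by pin transfer | signal = immunofluorescence imaging | read-out basis = % PE-positive cells | control set = TNF-alpha, DMSO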
# Active calls of the source: *; nt = no result given; & = joins results of further samples; [ ] = dose if it differs, or a comment.
Compound	PGC1a acetyl inh	RAD52 anneal inh	RAD54 branch	ERAP1 HTS inh	PglD inh	Cneo AK release	miR-122 sensor	E-selectin induc
C[C@@H]1CN([C@@H](C)CO)C(=O)Cc2cc(NC(=O)Nc3ccccc3)ccc2O[C@@H]1CN(C)C(=O)Nc1ccc(F)cc1	0.7	-1.8	13.1	1.8	-8.0	-1.9	-0.2[16.7 µM]	0.0
CC(NC(=O)CNC(=O)C1CCCCC1)c1ccc(S(N)(=O)=O)cc1 (stereo not given)	3.8	-3.6	-2.0	1.5	2.4	3.2	-5.5	-0.2
CN(CC(=O)Nc1cccc(Cl)c1)C1=NS(=O)(=O)c2ccccc21	-9.0	-9.3	-2.9	-2.6	-1.0	0.3	1.5	0.1
CCN(CC)S(=O)(=O)c1cccc(C(=O)NC2CCCCC2)c1	0.8	-4.5	12.7	-1.8	1.7	0.9	83.6	nt
CC(C)NC(=O)Nc1cccc2c1O[C@H](CN(C)Cc1ccc(C(=O)O)cc1)[C@H](C)CN([C@H](C)CO)C2=O	-5.1	4.4	-0.5	-3.1	10.5	-4.0	18.2[16.7 µM]	-1.0
O=C1CC(C(=O)N2CCC(N3CCC(C(=O)NC4CC4)CC3)CC2)c2ccccc21 (stereo not given)	-8.4	-20.9	nt	-2.7	nt	nt	-8.7	3.9
CCC1(c2ccccc2)NC(=O)N(C)C1=O (stereo not given)	2.0	-6.5	-6.0	-2.3	-4.4	0.9	1.6	0.1
OC(CNc1nc(-c2cccnc2)nc2ccccc12)c1ccccc1 (stereo not given)	5.3	-24.8	12.8	-2.9	0.5	-0.6	-3.3	nt
O=C(C[C@H]1C/C=C\CCC(=O)OC[C@H]2CCCN2C1=O)NCCO	-2.9	-17.4	-2.7	nt	-2.6	4.4	1.6	0.1
CCCC/C(C)=N\NC(=O)CNS(=O)(=O)c1ccc([N+](=O)[O-])cc1	3.8	nt	-6.2	nt	-1.9	-2.1	-1.8	nt
CC(C)c1nc(SCC(=O)N2CCCCC2)c2c(=O)n(C)c(=O)n(C)c2n1	7.2	-9.3	-5.7	1.3	-0.8	-0.9	2.5	-0.2
CSc1nc2n(n1)C(c1cc(Br)ccc1F)C(C(=O)N(C)C)=C(C)N2 (stereo not given)	nt	nt	-2.6	nt	-4.9	-0.8	-13.1	nt
Nc1cccc(S(=O)(=O)Nc2ccc(Br)cc2)c1	5.0	-135.0	-9.0	-2.8	-1.1	0.9	42.3	nt
O=C(NCCc1ccccc1)c1ccnc(/C=N/O)c1	8.4	nt	-2.4	nt	-2.2	2.2	-3.2	nt
Cc1ccc2nc3c(cc(C(=O)NCCc4ccccc4)c(=N)n3CCN3CCOCC3)c(=O)n2c1	-1.7	nt	10.3	nt	-1.3	-1.8	19.1	nt
CCOc1cnc(-c2c(-c3c(Cl)cccc3Cl)noc2C)o1	-9.9	-5.3	6.6	1.3	-3.6	-1.1	0.5	nt
CCCCN1C[C@H](CSC)[C@@H](CC(=O)NC)C1=O	3.4	-3.3	2.6	13.1	1.7	2.7	2.5	3.5
O=C(C[C@@H]1C=C[C@@H](NC(=O)c2ccc(F)cc2)[C@@H](CO)O1)NCCc1ccncc1	-0.9	-3.0	5.4	1.6	-0.8	-1.1	nt	-0.1
COc1ccc(S(=O)(=O)NC2CC(=O)N(c3ccc(C)c(C)c3)C2)cc1C (stereo not given)	nt	-16.9	-4.2	-0.1	-2.4	1.4	nt	nt
O=C(Nc1ccc(Nc2ccccc2)cc1)c1cccc(F)c1	nt	-7.6	-9.8	-1.6	3.2	-1.2	nt	nt
Cc1cc(C)n(Cc2cccc(F)c2)c(=O)c1C#N	-1.8	-4.1	nt	2.5	nt	nt	84.7	nt
O=C(CSC1=Nc2ccccc2C2=NC(CC(=O)NC3CCCCC3)C(=O)N12)NCc1ccco1 (stereo not given)	4.9	nt	3.6	nt	-3.3	-4.0	0.6	nt
CN1CCN(C2OC(=O)c3ccccc32)CC1 (stereo not given)	-11.4	nt	-5.4	nt	0.7	-6.2	-0.7	nt
CNC[C@@H]1Oc2c(NS(=O)(=O)c3ccc(Cl)cc3)cccc2C(=O)N([C@@H](C)CO)C[C@H]1C	6.3	-3.0	4.6	-0.7	2.1	72.1	0.7[16.7 µM]	-0.2
C[C@@H]1CN([C@@H](C)CO)C(=O)c2cc(NS(C)(=O)=O)ccc2O[C@@H](C)CCCCO[C@@H]1CN(C)Cc1ccc(C(=O)O)cc1	-4.6	0.2	9.6	1.1	-2.0	0.3	-4.4[16.7 µM]	-0.2
CN(CC(=O)Nc1cccc(S(=O)(=O)NC2=NCCC2)c1)Cc1ccccc1Cl	-9.2	-7.3	0.2	0.9	-2.1	1.3	23.0	-0.3
Cc1cc(NC(=O)C(C)SCC(=O)OC(C)C(=O)Nc2cccc(C#N)c2)no1 (stereo not given)	nt	-8.3	-11.3	0.0	7.7	-1.2	-0.6	0.1
O=C(SCc1c(O)c2ccccc2oc1=O)c1ccccc1	-4.8	-46.2	-5.0	0.2	-1.0	-3.1	0.9	-0.1
CC(NC(=O)Nc1ccc(F)cc1)c1ccc2c(c1)OCO2 (stereo not given)	nt	-2.6	4.8	1.9	-10.2	-0.4	nt	nt
C[C@H](CO)N1C[C@H](C)[C@H](CN(C)S(=O)(=O)c2cccs2)OCCCC[C@H](C)Oc2ccc(NC(=O)Nc3ccccc3)cc2C1=O	-0.3	14.9	7.8	2.6	2.5	-3.2	1.9[16.7 µM]	nt
C[C@@H]1CN([C@H](C)CO)C(=O)c2cccc(NC(=O)Nc3ccccc3)c2O[C@H]1CN(C)Cc1ccc(Oc2ccccc2)cc1	-12.2	4.3	4.8	0.1	-0.3	-1.5	-2.2[16.7 µM]	nt
CCCCOC(=O)Cn1c(=O)n(CC(=O)OCCCC)c2cc(C)ccc21	0.5	nt	-13.5	nt	4.2	-0.3	-6.6	nt

# Eight compounds from above, ordered by molecular weight, rising.
Compound	PGC1a acetyl inh	RAD52 anneal inh	RAD54 branch	ERAP1 HTS inh	PglD inh	Cneo AK release	miR-122 sensor	E-selectin induc
CN1CCN(C2OC(=O)c3ccccc32)CC1 (stereo not given)	-11.4	nt	-5.4	nt	0.7	-6.2	-0.7	nt
CC(NC(=O)Nc1ccc(F)cc1)c1ccc2c(c1)OCO2 (stereo not given)	nt	-2.6	4.8	1.9	-10.2	-0.4	nt	nt
O=C(SCc1c(O)c2ccccc2oc1=O)c1ccccc1	-4.8	-46.2	-5.0	0.2	-1.0	-3.1	0.9	-0.1
CCCCOC(=O)Cn1c(=O)n(CC(=O)OCCCC)c2cc(C)ccc21	0.5	nt	-13.5	nt	4.2	-0.3	-6.6	nt
CNC[C@@H]1Oc2c(NS(=O)(=O)c3ccc(Cl)cc3)cccc2C(=O)N([C@@H](C)CO)C[C@H]1C	6.3	-3.0	4.6	-0.7	2.1	72.1	0.7[16.7 µM]	-0.2
O=C(CSC1=Nc2ccccc2C2=NC(CC(=O)NC3CCCCC3)C(=O)N12)NCc1ccco1 (stereo not given)	4.9	nt	3.6	nt	-3.3	-4.0	0.6	nt
C[C@@H]1CN([C@@H](C)CO)C(=O)c2cc(NS(C)(=O)=O)ccc2O[C@@H](C)CCCCO[C@@H]1CN(C)Cc1ccc(C(=O)O)cc1	-4.6	0.2	9.6	1.1	-2.0	0.3	-4.4[16.7 µM]	-0.2
C[C@H](CO)N1C[C@H](C)[C@H](CN(C)S(=O)(=O)c2cccs2)OCCCC[C@H](C)Oc2ccc(NC(=O)Nc3ccccc3)cc2C1=O	-0.3	14.9	7.8	2.6	2.5	-3.2	1.9[16.7 µM]	nt

# (list continues)
Compound	PGC1a acetyl inh	RAD52 anneal inh	RAD54 branch	ERAP1 HTS inh	PglD inh	Cneo AK release	miR-122 sensor	E-selectin induc
Cc1cc(-c2ccc(C)c(S(=O)(=O)Nc3cccc(CN4CCCC4)c3)c2)on1	nt	-28.1	-8.6	2.4	4.1	14.4	nt	0.1
Cn1c(CCNC(=O)c2cccs2)nnc1SCC(=O)N1CCN(c2ccccc2)CC1	-14.0	nt	1.6	nt	3.8	-1.1	-11.9	nt
Cc1ccc(CS(=O)(=O)c2ncc(Cl)c(C(=O)Nc3nnc(C)s3)n2)cc1	nt	-26.0	12.3	-0.3	4.7	-1.1	4.1	nt
COc1ccc(S(=O)(=O)N2CCCC2=O)cc1N(C)S(C)(=O)=O	nt	-7.6	7.0	0.7	-0.9	2.2	nt	-0.1
COc1ccc(-c2nc3c(=O)n(C)c(=O)[nH]c3n2CCc2ccccc2)cc1	-15.0	nt	15.2&3.6	nt	-1.2&-1.0	-7.2&-2.9	-1.2	nt
COc1ccc(N2C(=O)CCC(C(=O)Nc3ccccn3)C2c2ccc(OC)c(OC)c2)cc1 (stereo not given)	-0.6	nt	-3.0	nt	-2.1	0.0	1.0	nt
COc1cc(C(=O)OCCN2CCOCC2)cc(OC)c1OC	2.3	-3.5	-4.7	-2.8	-2.1	1.9	nt	nt
CS(=O)(=O)N(CC(=O)NCCSCc1cccc(Cl)c1)c1ccc(F)cc1	-5.6	-14.1	-2.1	0.1	-0.7	1.1	17.5	nt
COCCN1Cc2cccc(C(=O)NCCc3ccccc3)c2C1=O	nt	-10.1	-5.2	2.9	-2.0	1.7	-5.2	-0.5
O=C(C[C@@H]1C=C[C@H](NC(=O)Nc2ccc3c(c2)OCO3)[C@H](CO)O1)NCc1ccc2c(c1)OCO2	-5.6	-0.8	-9.2	7.4	4.2	-2.7	nt	0.1
Cc1nnc(NC(=O)CSc2nc(CC(C)C)nc3c2c(=O)n(C)c(=O)n3C)s1	5.9	-16.1	nt	18.2	nt	nt	-2.5	1.3
CCCSc1nc(NCc2ccco2)c2c3c(sc2n1)COC(C)(CC)C3 (stereo not given)	-9.0	nt	-15.2	nt	2.0	-2.9	6.3	nt
COc1ccc(-c2cnnn2-c2ccc(NC(=O)c3ccc(S(=O)(=O)N4CCCCC4)cc3)cc2)cc1	-1.5	nt	2.8	nt	5.6	-3.1	4.5	nt
COc1ccc(C)cc1N1C(=N)/C(=C2/Nc3ccccc3S2)C(c2ccccc2)C1=O (stereo not given)	1.2	-10.1	-0.7	0.8	-0.3	-0.4	6.1	0.6
C[C@H](CO)N1C[C@H](C)[C@H](CN(C)C(=O)NC2CCCCC2)Oc2c(NC(=O)c3ccncc3)cccc2C1=O	2.7	6.5	-10.2	6.1	-6.2	-3.3	-4.8[16.7 µM]	nt
COc1ccc(CC(=O)Nc2ccc(S(=O)(=O)N(C)C3CCN(C)CC3)cc2)cc1	-0.8	-5.8	-2.2	-2.0	4.1	-0.4	-0.1	0.0
Cc1cc(C(O)c2ncc(-c3ccccc3)[nH]2)ccc1F (stereo not given)	nt	nt	-8.7	nt	0.6	-1.9	157.9*	nt
COc1cccc(C(=O)Nc2ccc3c(c2)C(=O)N(C)[C@H]2CC[C@H](CC(=O)NCC4CC4)O[C@H]2CO3)c1	-10.2	0.3	-1.1	-1.2	0.2	-2.1	6.1[16.7 µM]	0.1
CSCC[C@@H](CO)NC(=O)[C@H]1O[C@@H](n2ccc(=O)[nH]c2=O)[C@H](O)[C@@H]1O	-1.7	-13.1	-1.2	-4.5	0.4	1.1	0.8	0.3
CO[C@@H]1CN(C)C(=O)c2cc(NS(=O)(=O)c3ccc(Cl)cc3)ccc2OC[C@@H](C)N(C)C[C@@H]1C	-9.9	6.6	-2.9	nt	-2.6	-3.6	nt	-0.2

# Screening data: PubChem BioAssay, Broad Institute
